# KCNQ2 inh: KCNQ2 channel blockers in CHO-K1 cells – cell-based, FluxOR thallium flux, B-score, primary screen (AID 2156) | 20 min; active compounds read low | O88943 | 1.1% of 310,000 active | B-score at 10 µM;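 active = fluorescence ratio B-score at most minus 3 library SDs, with starting brightness B-score within 2 library SDs, cut at about -5.5 in these data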
# STK33 inh: blocks human STK33 kinase activity; AID 2661; 0.073% of 320,000 active; inhibition, % at 10 µM; purified STK33, MBP phosphorylation, ADP-Glo luminescence; Q9BYT3;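 active = inhibition at or above 25%, using the most active replicate where run in duplicate; inactive = inhibition below 25%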
# Target sequence (Q9BYT3 whole entry, looked up): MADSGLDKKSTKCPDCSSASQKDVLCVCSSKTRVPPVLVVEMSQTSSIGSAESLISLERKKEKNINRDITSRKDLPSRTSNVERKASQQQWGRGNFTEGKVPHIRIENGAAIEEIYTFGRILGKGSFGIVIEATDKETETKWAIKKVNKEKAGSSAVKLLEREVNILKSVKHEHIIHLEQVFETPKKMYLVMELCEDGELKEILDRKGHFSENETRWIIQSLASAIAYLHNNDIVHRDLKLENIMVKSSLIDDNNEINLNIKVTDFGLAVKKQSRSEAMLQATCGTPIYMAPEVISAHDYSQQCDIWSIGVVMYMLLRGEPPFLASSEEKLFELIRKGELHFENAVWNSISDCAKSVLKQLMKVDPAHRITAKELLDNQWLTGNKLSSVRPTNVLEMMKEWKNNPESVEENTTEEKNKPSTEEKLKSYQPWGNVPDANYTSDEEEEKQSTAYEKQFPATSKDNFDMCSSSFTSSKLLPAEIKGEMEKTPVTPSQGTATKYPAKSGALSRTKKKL
# OX1R antag: antagonists of human orexin 1 receptor (OX1R); AID 485270; O43613; inhibition, % at 6.6 µM; OX1R-expressing cells, FRET antagonist read-out; 1.8% of 330,000 active; in the data active = inhibition mostly above about 38%, no sharp cut-off; inactive = mostly below about 40%;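 also: 0% = agonist challenge alone and 100% = reference antagonist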
# Target sequence (O43613 whole entry, looked up): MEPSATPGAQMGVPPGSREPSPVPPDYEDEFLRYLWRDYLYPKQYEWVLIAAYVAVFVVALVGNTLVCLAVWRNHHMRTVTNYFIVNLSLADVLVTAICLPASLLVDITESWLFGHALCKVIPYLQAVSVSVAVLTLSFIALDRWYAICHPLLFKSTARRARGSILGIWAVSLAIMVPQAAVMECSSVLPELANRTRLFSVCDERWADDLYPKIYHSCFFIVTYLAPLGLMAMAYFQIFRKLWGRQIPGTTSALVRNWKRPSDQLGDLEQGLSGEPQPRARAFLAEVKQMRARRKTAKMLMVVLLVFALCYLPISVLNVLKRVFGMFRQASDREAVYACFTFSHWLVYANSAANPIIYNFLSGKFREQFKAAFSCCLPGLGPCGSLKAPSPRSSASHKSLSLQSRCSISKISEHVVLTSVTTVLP
# The depositor's hits bear a star; i = inactive; x = no result given.
SMILES,KCNQ2 inh,STK33 inh,OX1R antag
Cc1ccc(S(=O)(=O)NCCOc2nc(N3CCOCC3)nc(N3CCOCC3)n2)cc1,i,-1.5,18.5
CSc1nc(-c2ccc(C)cc2)[nH]c1S(=O)(=O)c1ccccc1,i,-1.5,10.3
CCCC(C(=O)NC1CCCC1)N(Cc1ccc2c(c1)OCO2)C(=O)c1snc(C(N)=O)c1N (stereo not given),i,-0.2,10.6
CCCCn1c(N)c(N(Cc2ccccc2OC)C(=O)CN2C(=O)NC(C)(c3ccccc3)C2=O)c(=O)[nH]c1=O (stereo not given),i,-1.6,18.6
Cc1ccc(N=Cc2cc3c(cc2[N+](=O)[O-])OCO3)cc1[N+](=O)[O-],i,-0.5,36.7
COc1ccccc1NC(=O)CSc1nccc(-c2ccco2)n1,x,-1.1,-0.4
COc1ccc(NC(=O)N2CCCC(CNS(=O)(=O)c3cccs3)C2)c(C)c1 (stereo not given),i,-0.2,8.0
Clc1ccc(Nc2ncn[nH]2)cc1,i,1.4,2.0
Cc1cc2oc3ccc(NCCC4CCCN4C)cc3c(=O)c2cc1C (stereo not given),-6.02*,5.1,24.3
CCOc1cccc(NCc2cc3c(C(C)(C)C)nn(-c4ccccc4)c3[nH]c2=O)c1,i,-2.9,-0.5
Cc1cccc2nc3c(nc12)-c1ccccc1C3=O,i,0.3,9.1
COc1cc(NC(=O)CC(C)n2ccnc2)cc(OC)c1 (stereo not given),i,-2.1,-2.4
O=C(CN1C(=O)c2ccccc2S1(=O)=O)N1CCN(c2ccccc2)CC1,i,0.7,19.5
COc1ccc(C(=O)C2CCN(C(=S)NCCc3ccccc3)CC2)cc1,i,-2.3,-3.3
Cc1ccc(S(=O)(=O)N2CCC(=O)N(C(COCc3ccc(C(F)(F)F)cc3)Cc3ccccc3)CC2)cc1 (stereo not given),-6.07*,-0.7,25.9
CC(C)(C)OC(=O)NCCCCCNC(=O)c1nc[nH]c1C(=O)NCc1ccc(CNC(=O)OC(C)(C)C)cc1,x,-1.0,14.8
Cc1ccc(C)c(S(=O)(=O)N2CCCCC2CCNC(=O)C(=O)NCc2ccccc2)c1 (stereo not given),i,x,37.6
CCn1c(SCC(=O)N(C)Cc2ccc(OC)c(F)c2)nc2cc(S(N)(=O)=O)ccc21,i,-1.3,30.4
CC(C)NC(=O)CSc1ccccc1C(=O)NNC(=O)Cn1ccc(C(F)(F)F)n1,i,-0.4,4.5
CNC(=O)c1[nH]cnc1C(=O)N[C@@H](Cc1ccccc1)C(=O)OCc1ccccc1,i,-0.1,21.6
CCOc1ccc(-c2nnc(SCC(=O)N3CCN(c4ccccc4)CC3)o2)cc1,i,-0.3,15.9
CC(C)C(=O)N/N=C/c1ccc(OCc2ccccc2)cc1,i,-0.1,7.1
Cc1cccn2cc(-c3ccc(F)cc3)cc12,i,-0.4,39.3
O=C(CCSc1nnc(-c2ccco2)o1)Nc1ccccc1,i,-3.2,21.2
CCCN(CC(=O)Nc1ccc(Cl)cc1Cl)Cc1cc(=O)n2ccsc2n1,i,-1.0,37.2
# Continuation:
SMILES,KCNQ2 inh,STK33 inh,OX1R antag
COc1ccc(NC(=O)CSCC(=O)NC2(C)CCS(=O)(=O)C2)cc1 (stereo not given),i,-0.4,7.0
Cc1ccc(CCNC(=O)c2cc(-c3ccncc3)nc3ccccc23)cc1,i,-2.6,41.7
CC(=O)Nc1ccc(S(=O)(=O)NC(C)C(=O)NCCc2ccc(F)cc2)cc1 (stereo not given),i,-1.4,1.9
C=CCN(CC=C)C(=O)c1ccc(OC2CCN(C(C)=O)CC2)c(OC)c1,i,-0.4,1.9
O=C(CN1C(=O)NC2(CCOc3ccccc32)C1=O)Nc1ccc(F)c(F)c1F (stereo not given),i,-0.7,16.7
COc1ccc2[nH]cc(CCNC(=O)CS(=O)(=O)Cc3ccccc3)c2c1,i,-1.0,17.7
CCn1nc(NS(=O)(=O)c2ccccc2[N+](=O)[O-])c2cc3cccc(C)c3nc21,i,-1.7,35.5
CCC(Sc1nc(N)cc(=O)[nH]1)C(=O)NC(C(=O)OC)c1ccccc1 (stereo not given),i,-1.4,12.3
CSc1nc(O)c(C(c2ccc(OC(C)C)cc2)c2c(O)nc(SC)[nH]c2=O)c(=O)[nH]1,i,3.4,1.9
CC(C)NC(=O)[C@]1(C)CCC[C@@]2(C)C3CC[C@@]4(C)C[C@]3(CCC21)CC4=O (stereo not given in full),x,2.0,4.5
CCCC[N+](CC#CCO)(CC#Cc1ccccc1)CCCC,i,-2.4,4.8
C/C(=N\NC(=O)CSCc1ccc([N+](=O)[O-])cc1)c1cccc(Br)c1,i,-1.2,13.6
COCc1nnc(NC(=O)c2cc(Cl)ccc2OC)s1,i,-1.5,16.3
CC(C)c1nnc(NC(=O)CCC(=O)NC2CCCCCCC2)s1,i,-2.0,19.5
CC(C)N(C(=O)COC(=O)c1ccc(O)cc1)C(C)C,i,0.3,17.7
Cc1ccccc1OCC(=O)Nc1nnc(C2CCCC2)s1,i,-1.0,7.3
COc1ccc(OC)c(S(=O)(=O)Nc2cc(Cl)cc(Cl)c2)c1,i,-1.7,-0.7
Fc1cccc(F)c1-n1c(CN2CCCC2)csc1=S,i,0.5,3.4
Cn1nc(C(=O)NNC(=O)c2ccc(Cl)c(S(N)(=O)=O)c2)c2ccccc2c1=O,x,0.8,12.2
C=C(C)CN(CC)c1nc(N)c(C#N)c(CC#N)c1C#N,i,3.1,4.2
O=C(c1ccc2c(=O)n3c(nc2c1)CCCCC3)N1CCc2ccccc21,i,-0.9,7.2
COc1ccc(CN(C(=O)c2ccco2)C2CC(C)N(C)CC2C)cc1 (stereo not given),i,0.2,16.1
COc1ccccc1N1CCN(C(=O)c2ccccc2N(C)S(=O)(=O)c2ccc(C)cc2)CC1,i,-0.1,29.7
O=C(CN1CCN(Cc2cccc(Cl)c2)C1=O)NCC1CCCO1 (stereo not given),i,0.7,24.2
COC(=O)c1cc(NCc2ccc3c(c2)OCO3)ccc1N1CCOCC1,i,0.5,11.0
# (listing goes on)
SMILES,KCNQ2 inh,STK33 inh,OX1R antag
CCN(Cc1ccccc1)C(c1cc2ccc(C)cc2[nH]c1=O)c1nnnn1CCOC (stereo not given),i,0.9,10.9
Cc1ccc(OCc2nc(C#N)c(N3CCN(Cc4ccccc4)CC3)o2)cc1,-7.85*,0.9,32.2
COc1ccc(NC(=O)CSc2ncccn2)cc1S(=O)(=O)N1CCCCC1,x,-1.3,9.9
CCc1cccc(CC)c1NC(=O)C1CC(=O)N(c2ccc3c(c2)OCCO3)C1 (stereo not given),i,0.9,30.1
CSCCC(NS(=O)(=O)c1ccccc1F)C(=O)NCc1cccs1 (stereo not given),x,-0.3,7.8
COc1ccc(S(=O)(=O)c2c(O)c3ccc(C(=O)Nc4ccccc4Cl)cc3[nH]c2=O)cc1,i,-0.7,6.9
CC(C)(C)c1ccc(CCC2OCC(CN3CCOCC3)O2)cc1 (stereo not given),i,-0.8,17.9
CCc1ccc2[nH]c3nc(SCC(=O)NNC(=O)c4ccc(C(C)(C)C)cc4)nnc3c2c1,i,-2.3,8.2
CC1CCN(C(=O)Cn2c3ccc(F)cc3c3nc4n(c(=O)c32)CCCS4)CC1,i,-2.0,90.7*
O=C(Nc1ccc(-c2nc3cccnc3s2)cc1)c1ccco1,i,-1.7,17.0
CCSc1nnc(NC(=O)C2Cc3ccccc3CN2C(=O)c2ccco2)s1 (stereo not given),i,-1.5,23.3
Cc1cc(C)n(CC(=O)NNC(=O)C2CC(=O)N(Cc3ccccc3Cl)C2)n1 (stereo not given),i,-1.6,13.0
Cc1ccn2cc(CNC(=O)c3ccc(Br)o3)nc2c1,i,0.5,12.6
CC(CN1CCCC1)OC(=O)Cc1ccc(Cl)cc1 (stereo not given),i,-2.9,-10.7
NC1(N)OC(CN2C(=O)c3ccccc3C2=O)CS1 (stereo not given),i,-0.5,14.4
COc1ccnc(Oc2ccc3ccccc3c2)c1C#N,i,-2.4,9.0
CCn1c(SCC(=O)Nc2ncc(C(F)(F)F)cc2Cl)nnc1-c1cccc(C)c1,i,0.0,29.7
CC(SC1CCCC1)C(=O)Nc1ccnn1C(C)C (stereo not given),i,-1.2,2.6
Cc1nn(C(C)(C)C)c(NC(=O)c2ccc(Cl)cc2Cl)c1Br,i,-1.3,14.9
COc1ccc(S(=O)(=O)N2c3ccccc3NC(=O)CC2C)cc1 (stereo not given),i,0.5,-5.4
CCCNC(=O)Cn1c(=O)n(CC(=O)N2CCCCC2)c(=O)c2sccc21,i,-1.0,10.0
CC1(C)Cc2c(C#N)c(N)sc(=S)c2CO1,i,0.5,16.5
Cc1ccc(C)c(-n2nnnc2SCC(=O)c2ccc3c(c2)NC(=O)CO3)c1,i,0.7,10.3
COCCNC(=O)c1ccccc1NC(=O)c1cccc([N+](=O)[O-])c1C,i,0.8,27.7
COc1ccc(/C=C2\SC(N3CCCCC3)=NC2=O)cc1OC,i,-3.2,11.8
# Later entries:
SMILES,KCNQ2 inh,STK33 inh,OX1R antag
O=C(NC1CCN(Cc2ccccc2)CC1)c1cc(-c2ccccn2)nc2ccccc12,i,-2.2,18.1
Cc1ccc(Cl)c(OCC(=O)Nc2sc(C)c(C)c2C#N)c1,i,-0.7,-1.7
Cc1nc2ccccc2c(=O)n1/N=C/c1ccc(O)c(O)c1O,i,1.3,10.9
O=C(Nc1ccccn1)c1ccc(NC(=O)c2ccco2)cc1,i,0.8,39.8
COc1ccc(N(CC(=O)NN=C2CCCC2)S(=O)(=O)c2ccccc2)cc1Cl,i,-1.4,2.7
CN(Cc1cnccn1)C(=O)C1CCC(=O)N(CCc2ccccc2)C1 (stereo not given),i,-1.9,16.4
O=C(/C=C/c1ccc(Br)cc1)c1ccc(NC2=NCCCS2)cc1,i,1.0,16.8
COc1ccccc1Oc1cn[nH]c1-c1ccc(O)cc1O,i,-3.0,6.0
CCOc1ccc(Cl)cc1S(=O)(=O)N1CCCC1,i,-0.7,6.3
CCOC(=O)Cn1ncc2c3ccccc3n(CC(=O)OCC)c2c1=O,i,-1.0,1.6
COC(=O)NNC(=O)C1CCC(C)CC1 (stereo not given),i,0.8,-2.0
COc1cc(OC)cc(C(=O)NNC(=S)Nc2ccccc2OC)c1,i,-1.0,18.1
COC(=O)C1=NN(c2ccc(OC)cc2)C2C(=O)N(c3ccccc3OC)C(=O)C12 (stereo not given),i,-1.4,5.2
CCN(CC)C(=O)COCc1cc(-c2ccc3c(c2)OCO3)on1,i,-0.4,-2.0
Cc1ccc(Cl)cc1-n1c(=O)cc(N2CC(C)OC(C)C2)[nH]c1=O (stereo not given),i,-1.6,3.5
CN1C(=O)N(C)C2(C)CC1(C)N(C)C(=O)N2C,i,-2.0,4.0
Cc1ccccc1CNC(=O)Nc1cccs1,x,1.1,8.9
O=C(N/N=C/c1ccccc1)c1ccc(OCc2ccccc2)cc1,i,0.5,12.1
COc1ccc(N(C(=O)c2ccco2)S(=O)(=O)c2ccc(F)cc2)cc1,i,-0.2,25.0
O=C(Cc1cccs1)NNC(=O)C12CC3CC(CC(C3)C1)C2,i,0.9,6.3
O=C(CCN1C(=O)S/C(=C\C=C\c2ccccc2)C1=O)Nc1ccc(O)cc1,i,-1.6,15.6
COC(=O)COc1ccc(/C=C2\SC(=O)N(CC(=O)Nc3ccccc3F)C2=O)cc1,i,3.0,-0.6
CC/C(=N\NC(=S)Nc1cc(C)ccc1C)c1ccc(OC(F)F)cc1,i,-1.1,13.5
COc1cccc(CN2CCNC(=O)C2CC(=O)NCCCC2CCCC2)c1OC (stereo not given),i,-0.8,12.1
CN(C(=S)NC1=CCS(=O)(=O)C1)C1CCCCC1,i,0.9,13.4

# Some of these compounds in order of their number in STK33 inh, falling.
canonical_smiles | STK33 inh
O=C(Nc1ccccn1)c1ccc(NC(=O)c2ccco2)cc1 | 0.8
COc1ccc(N(CC(=O)NN=C2CCCC2)S(=O)(=O)c2ccccc2)cc1Cl | -1.4
Cc1ccc(Cl)cc1-n1c(=O)cc(N2CC(C)OC(C)C2)[nH]c1=O (stereo not given) | -1.6

# (listing goes on)
SMILES,KCNQ2 inh,STK33 inh,OX1R antag
O=C(N1CCCCC1)N1CCN(c2ccc(Cl)cc2)CC1,i,-1.4,25.4
Cc1ccc(N(CCC#N)C(=O)COC(=O)c2ccccn2)cc1,i,-0.5,11.5
O=C(Nc1ccc(S(=O)(=O)Nc2cnc3ccccc3n2)cc1)c1ccccc1Br,i,-4.5,4.6
Cc1cc(C)c(NC(=O)COC(=O)CCn2c(C)csc2=O)c(C)c1,i,0.4,1.9
O=C(C[C@H]1C/C=C\C[C@H](NC(=O)OCC2c3ccccc3-c3ccccc32)C(=O)O[C@H](c2ccccc2)CNC1=O)N[C@H](CO)Cc1ccccc1,x,-0.7,7.0
COc1ccc2c(c1)Cc1sc(NC(C)=O)nc1-2,i,0.4,12.1
COc1ccc(C(=O)NCC(=O)OCc2ccc(F)cc2Cl)cc1OC,i,-0.2,20.3
CCCNC(=O)Cn1cnc2sc(C(=O)NCCCN3CCOCC3)c(C)c2c1=O,i,-1.1,2.9
CC(=O)O[C@H](CC(=O)O)C[N+](C)(C)C,i,-1.3,17.8

# 4 entries from above in another layout.
O=C(C[C@H]1C/C=C\C[C@H](NC(=O)OCC2c3ccccc3-c3ccccc32)C(=O)O[C@H](c2ccccc2)CNC1=O)N[C@H](CO)Cc1ccccc1
  KCNQ2 inh: x; STK33 inh: -0.7; OX1R antag: 7.0
COc1ccc2c(c1)Cc1sc(NC(C)=O)nc1-2
  KCNQ2 inh: i; STK33 inh: 0.4; OX1R antag: 12.1
COc1ccc(C(=O)NCC(=O)OCc2ccc(F)cc2Cl)cc1OC
  KCNQ2 inh: i; STK33 inh: -0.2; OX1R antag: 20.3
CCCNC(=O)Cn1cnc2sc(C(=O)NCCCN3CCOCC3)c(C)c2c1=O
  KCNQ2 inh: i; STK33 inh: -1.1; OX1R antag: 2.9
